Assay outcomes deposited in PubChem by The Scripps Research Institute Molecular Screening Center.
CHRM1 antagonist – blocks human M1 muscarinic receptor. P11229. CHO-K1 hM1, Fluo-8 calcium fluorescence, ACh EC80 antagonist. inhibition, % at 3 µM. actives 1.3% (n = 360,000). AID 588852;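 active = percent inhibition above its own plate's cutoff, namely the mean of that plate's compound wells plus 3 SD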;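 note: peak over basal fluorescence ratio during 140 s after agonist addition; 0% = ACh EC80 plus DMSO and 100% = DMSO alone without agonist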
Target sequence (P11229 whole entry, looked up): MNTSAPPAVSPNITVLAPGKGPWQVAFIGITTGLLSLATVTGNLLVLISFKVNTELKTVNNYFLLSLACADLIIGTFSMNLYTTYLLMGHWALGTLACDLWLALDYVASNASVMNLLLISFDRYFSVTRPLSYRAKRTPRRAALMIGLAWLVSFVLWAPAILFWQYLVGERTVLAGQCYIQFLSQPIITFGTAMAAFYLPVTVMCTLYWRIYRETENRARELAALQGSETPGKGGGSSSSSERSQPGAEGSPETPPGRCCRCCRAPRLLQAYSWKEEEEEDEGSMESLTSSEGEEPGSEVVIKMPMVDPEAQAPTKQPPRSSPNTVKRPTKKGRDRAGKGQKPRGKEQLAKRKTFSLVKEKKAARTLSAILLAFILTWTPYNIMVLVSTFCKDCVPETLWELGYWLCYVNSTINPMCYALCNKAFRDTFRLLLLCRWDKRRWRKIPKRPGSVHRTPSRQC
TAAR1 antagonist – antagonists of human TAAR1; CHO RD-HGA16 TAAR1, Fluo-8 calcium fluorescence, antagonist; inhibition, % at 3 µM; actives 1.5% (n = 360,000); AID 624466;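 active = inhibition above a per-plate cutoff, the mean inhibition of test compounds on that plate plus 3 SD, cut at about 49% in these data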;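 note: 0% = DMSO plus EC80 beta-PEA response and 100% = DMSO alone without agonist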
Target sequence (Q96RJ0 whole entry, looked up): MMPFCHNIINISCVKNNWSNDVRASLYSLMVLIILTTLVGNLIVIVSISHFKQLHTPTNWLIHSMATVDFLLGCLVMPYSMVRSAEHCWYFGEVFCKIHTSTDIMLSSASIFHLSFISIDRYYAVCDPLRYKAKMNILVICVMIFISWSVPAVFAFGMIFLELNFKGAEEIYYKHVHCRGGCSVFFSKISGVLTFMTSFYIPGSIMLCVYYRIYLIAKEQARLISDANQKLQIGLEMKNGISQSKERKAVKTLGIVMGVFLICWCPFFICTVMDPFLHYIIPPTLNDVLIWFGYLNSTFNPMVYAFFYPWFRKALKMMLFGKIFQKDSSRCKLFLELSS
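test system = CHO RD-HGA16 cells bearing hTAAR1 | replication = singlicate | controls = DMSO-only wells and EC80 β-PEA-stimulated wells | reagent = EC80 β-phenethylamine stimulus | read-out basis = percent inhibition of PEA-evoked calcium signal, max/basal emission ratio | schedule = seeding 17-24 h prior, 75-min 37 °C, 30-min RT dye loading | signal = kinetic Fluo-8 calcium fluorescence measurement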
CHRM1 agonist – activates human CHRM1 receptor; P11229; CHO-K1 hM1, Fluo-8 calcium fluorescence, agonist mode; 0% DMSO, 100% acetylcholine EC100; activation, % at 3 µM; actives 0.33% (n = 360,000); AID 588814;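 active = activation above the run's mean compound activation plus 3 SD, cut at about 16% in these data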;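 note: peak over basal fluorescence ratio within a 140 s kinetic read after compound addition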
CHO parental Ca – signal in parental CHO cells, OX1R antagonist counter-screen | parental CHO-K1, ATP-induced calcium, Fluo-8 fluorescence | inhibition, % at 5.6 µM | actives 0.63% (n = 330,000) | AID 463079;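 active = inhibition above that plate's mean sample inhibition plus 3 SD, cut at about 26% in these data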;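 note: 0% = ATP-challenged DMSO wells and 100% = DMSO wells without ATP; some compounds past the cut are filed as inactive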
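Assay system – parental CHO cells · Reagent – ATP stimulus · Detection – intracellular calcium via Fluo-8 no-wash fluorescent dye · Evaluation – percent inhibition of ATP-evoked calcium rise, normalized to controls · Controls – ATP wells versus no-ATP DMSO wells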
TAAR1 ag – agonists of human TAAR1; CHO RD-HGA16 TAAR1, Fluo-8 calcium fluorescence; vehicle wells 0%, saturating PEA agonist 100%; activation, % at 3 µM; actives 0.99% (n = 360,000); Q96RJ0;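 active = activation above the mean activation of all test compounds in the run plus 3 SD, cut at about 38% in these data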
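Signal – calcium-sensitive Fluo-8 signal, excitation 470-495, emission 515-575 nm · System – RD-HGA16 (CHO) cells co-expressing Gα16 and hTAAR1 · Incubation – 17-24 h seeding, 75 min 37 °C dye, 30 min RT · Compound dosing – 3 µM single concentration · Repeats – no replicates (n 1)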
M1 PAM parental – M1 PAM counterscreen hit in parental CHO-K1 cells | ATP EC20, Fluo-8 calcium fluorescence; 0% at ATP EC20, 100% at ATP max | activation, % at 3 µM | actives 0.02% (n = 360,000) | AID 602247;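 active = activation above the run cutoff, the mean activation of all test compounds plus 3 SD, cut at about 40% in these data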;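 note: peak over basal fluorescence ratio in a 140 s read after ATP addition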
CHO-K1 Ca antag – M1 antagonist counterscreen hit in parental CHO-K1 cells | ATP-induced calcium, Fluo-8 fluorescence | inhibition, % at 3 µM | actives 0.6% (n = 360,000) | AID 602250;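 active = inhibition above a per-plate cutoff, the plate's mean sample inhibition plus 3 SD, cut at about 24% in these data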;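 note: 0% = DMSO plus EC80 ATP and 100% = DMSO alone without ATP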
OXTR potentiator – potentiates the human oxytocin receptor response; CHO-OTR cells, Fluo-8 calcium fluorescence, potentiator mode; 0% = oxytocin EC15, 100% = EC100; activation, % at 3 µM; actives 0.061% (n = 320,000); AID 2445;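 active = activation above that plate's cutoff, the mean activation of tested compounds plus 3 SD, cut at about 6.6% in these data, passing the limit was not always enough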;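 note: 100% uses oxytocin at 75 nM as the full agonist control; some results filed as inactive read as strong as hits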
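System: human OTR in CHO cells / Also added: sub-maximal oxytocin, roughly EC15 / Control set: EC15 oxytocin low, 75 nM oxytocin high / Schedule: 6 min compound pre-incubation at room temperature, 100 s kinetic read / Compound: single-point 3.0 µM / Replication: singlicate / Technique: Fluo-8 calcium dye fluorescence / Read-out basis: % activation of max/min ratio relative to oxytocin controls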
CHO-K1 Ca ag – M1 agonist counterscreen hit in parental CHO-K1 cells. Fluo-8 calcium fluorescence; scaled to maximal ATP response, vehicle zero. activation, % at 3 µM. actives 0.48% (n = 360,000); in the data active = activation above about 15%;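 note: untransfected CHO-K1 host cells lacking M1 receptor as counterscreen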
* marks the source's active call; other numbers are inactive results; nt = no result given.

item	compound	CHRM1 antagonist	TAAR1 antagonist	CHRM1 agonist	CHO parental Ca	TAAR1 ag	M1 PAM parental	CHO-K1 Ca antag	OXTR potentiator	CHO-K1 Ca ag
1	Cc1ccc(C(=O)NCC(=O)NCC(c2ccco2)N2CCCCC2)cc1C (stereo not drawn)	-8	-4	-6	nt	0	-8	-4	nt	0.7
2	Cc1ccc(C(=O)CNc2ccc(F)cc2)cc1	-4	-6	-7	-7	1	18	-10	-4	0.7
3	COc1cc(/C=N/NC(=O)CCn2c3ccccc3c3ccccc32)ccc1O	17	39	-2	8	21	9	1	-11	2.1
4	CCOc1c2ccc(C(=O)NCC34CC5CC(CC(C5)C3)C4)cc2nn1CC	-4	8	-12	-16	3	-8	-8	-4	-0.7
5	CCC1COCCS(=O)(=O)N1Cc1ccccc1C (stereo not drawn)	-12	-9	-1	-15	16	11	-7	-11	-0.2
6	COc1ccc(CNC(=O)/C=C/[C@H]2O[C@@H](n3ccc(=O)[nH]c3=O)[C@H](O)[C@@H]2O)cc1	-15	-2	-1	nt	2	12	-5	nt	0.6
7	O=C(O)C1C2C=CC3(CN(Cc4ccco4)C(=O)C13)O2 (stereo not drawn)	-18	2	0	-3	2	22	-10	0	0.9
8	CNc1cc(-c2cccc(C(=O)N3CCOCC3)c2)ncn1	-18	-18	-2	nt	5	19	-23	nt	0.4

(cont.)
item	compound	CHRM1 antagonist	TAAR1 antagonist	CHRM1 agonist	CHO parental Ca	TAAR1 ag	M1 PAM parental	CHO-K1 Ca antag	OXTR potentiator	CHO-K1 Ca ag
9	O=C1Cc2ccccc2C(=O)N1CCc1ccccc1	-4	-20	2	-19	12	16	1	2	0.8
10	CC(C)Cn1ccc(=O)n(CC(C)C)c1=O	-5	-2	-4	-4	-2	6	-3	12	0.1
11	CCC(C)Cn1c(S(=O)(=O)O)nc2ccccc21 (stereo not drawn)	-1	1	-2	-8	10	12	-13	-5	0.3
12	COc1ccc(C(=O)Nc2ccccc2C(=O)Nc2cccnc2)cc1	-10	0	-3	-20	4	-12	-14	-5	3.0
13	COc1cc(C(=O)NCc2ccc(S(N)(=O)=O)cc2)ccc1OCC(=O)N1CCOCC1	-2	14	2	-6	3	4	-7	2	1.1
14	COc1ccc2cc3cc(C(=O)Nc4cc(OC)c(OC)c(OC)c4)oc3nc2c1	8	39	1	-20	15	2	-11	-14	3.5
15	COc1ccc(S(=O)(=O)N2CC(=O)Nc3ccccc32)cc1F	-11	-13	-3	-7	2	5	-4	-4	0.8
16	O=C(Nc1nc(-c2ccc3c(c2)OCO3)cs1)C1COc2ccccc2O1 (stereo not drawn)	3	29	-2	14	0	2	11	-3	2.4

Further entries.
item	compound	CHRM1 antagonist	TAAR1 antagonist	CHRM1 agonist	CHO parental Ca	TAAR1 ag	M1 PAM parental	CHO-K1 Ca antag	OXTR potentiator	CHO-K1 Ca ag
17	CC1(C)N=C(c2cccs2)C(C)(C)N1O	-9	-15	-3	-2	13	6	4	-13	0.3
18	COc1ccc(-n2ncc3c2CC(C)(C)CC3NC(=O)c2ocnc2C)cc1 (stereo not drawn)	-12	-8	-1	-18	-1	9	-7	-4	0.7
19	CCN1CCN(c2ccc(S(=O)(=O)N3CCCCC3)cc2NC(=O)COc2ccc(F)cc2Cl)CC1	-3	-2	-5	-20	7	9	-11	-1	5.0
20	C/C(=N/NC(=O)c1cc(C2CC2)[nH]n1)c1cccs1	-6	-12	-2	3	3	14	-8	-18	0.3
21	Cc1nc(N2CCN(C(=O)CCC(=O)O)CC2)c2c(C)c(C)sc2n1	-9	-1	-9	-7	6	5	-2	-1	2.7
22	O=S(=O)(Nc1ccccn1)c1cccc(S(=O)(=O)c2ccc(Cl)cc2)c1	-7	-11	-2	12	3	4	0	-25	5.9
23	O=C(Nc1cc(S(=O)(=O)N2CCOCC2)ccc1OCC(F)(F)F)C1=COCCO1	-8	-10	3	-6	-1	8	7	-4	0.9
24	NC(=O)c1cccc(S(=O)(=O)N2CC(c3ccccc3)CC2=O)c1 (stereo not drawn)	-4	16	2	-3	1	17	-10	-1	3.1

The listing continues.
item	compound	CHRM1 antagonist	TAAR1 antagonist	CHRM1 agonist	CHO parental Ca	TAAR1 ag	M1 PAM parental	CHO-K1 Ca antag	OXTR potentiator	CHO-K1 Ca ag
25	COc1ccc(S(=O)(=O)N(CC(=O)Nc2ccccc2C(=O)N2CCOCC2)c2ccc(F)cc2)cc1	2	23	-1	-23	11	6	-2	-10	4.4
26	N/C(=N\OC(=O)c1ccoc1)c1ccc(Br)cc1	-9	-32	-2	-14	4	-16	10	0	0.3
27	CCCCCCn1cnc2c(c1=O)c1nc3ccccc3nc1n2Cc1cccs1	-15	-8	-4	-6	3	20	-15	1	-0.4
28	Cc1cccc(NS(=O)(=O)c2ccc(NC(=O)N3CCCCC3)cc2)c1	1	26	6	-1	22	3	2	-12	7.6
29	CCOc1cccc(N2C(=O)CC(N3CCC(C(N)=O)(N4CCCCC4)CC3)C2=O)c1 (stereo not drawn)	-9	-13	-4	0	8	3	-5	-10	0.3
30	O=C1C=C(c2ccc3c(c2)OCCO3)C[C@@H](c2ccc(F)cc2)C1	-9	10	-6	-28	14	18	-7	0	-0.2
31	COc1ccc(OCCOc2ccc(/C=C3\C(=N)N4N=C(C)SC4=NC3=O)cc2)cc1	-6	-3	-3	-1	5	17	-12	-4	0.0
32	COc1ccc(CCNC(=O)C(=O)NCC2OCCCN2S(=O)(=O)c2cc(C)ccc2C)cc1 (stereo not drawn)	-2	-4	-1	-30	5	-8	-1	-12	1.6

Next results
item	compound	CHRM1 antagonist	TAAR1 antagonist	CHRM1 agonist	CHO parental Ca	TAAR1 ag	M1 PAM parental	CHO-K1 Ca antag	OXTR potentiator	CHO-K1 Ca ag
33	O=C(O)c1ccc(CN2C[C@@H](CO)O[C@@H](n3cnc4c(Nc5ccccc5)ncnc43)C2)cc1	-19	-7	-4	nt	1	13	-13	nt	-0.2
34	CCOc1ccc(OCCN2CCCCC2)cc1	6	2	-12	-5	1	7	0	1	0.6
35	CC(C)(C)c1ccc(Cn2nnc3c(=O)[nH]c(C4CCN(C(=O)c5ccco5)CC4)nc32)cc1	-3	12	-3	nt	7	-1	4	nt	0.6
36	COCCn1c(SCC(=O)NC2CCCC2)nc2ccccc2c1=O	10	-20	-2	nt	7	12	-1	nt	0.2
37	COC(=O)c1ccccc1COn1c(=O)c(C)[n+]([O-])c2ccccc21	-12	19	-3	-4	5	-1	-3	-10	-0.2
38	COc1ccc(NS(=O)(=O)c2ccc(S(=O)(=O)N3CCOCC3)cc2)cc1	-1	6	5	2	25	9	-10	-29	11
39	COc1ccc(S(=O)(=O)NCc2ccccn2)cc1Cl	-16	5	-3	5	5	15	1	-8	-0.5
40	CN(Cc1ccon1)Cc1cn(C)nc1-c1ccc2c(c1)OCCO2	-2	5	-11	-24	3	3	-2	-2	0.6

(cont.)
item	compound	CHRM1 antagonist	TAAR1 antagonist	CHRM1 agonist	CHO parental Ca	TAAR1 ag	M1 PAM parental	CHO-K1 Ca antag	OXTR potentiator	CHO-K1 Ca ag
41	C=CCNC(=O)c1ccccc1NC(=O)Nc1ccccc1	-4	9	1	1	5	-6	-2	2	1.0
42	CC(C)(C)NC(=O)c1ccc2c(c1)C(=O)N(Cc1ccco1)C2=O	-23	-19	2	2	0	21	-12	1	-0.2
43	CCCCN(C(=O)C1CSC2(C)CCC(=O)N12)c1c(N)n(CC(C)C)c(=O)[nH]c1=O (stereo not drawn)	15	-5	0	-15	5	-6	2	3	-0.3
44	O=c1[nH][nH]c(-c2ccccc2)c1C=Nc1ccccc1	-11	5	-2	5	2	19	-17	-8	0.2
45	O=C(CN1CCN(Cc2ccc(F)cc2)CC1)Nc1ccccc1F	12	-12	-11	-9	5	19	-17	-2	2.2
46	CC(C)(C)OC(=O)NCc1ccc(CNC(=O)c2nc[nH]c2C(=O)N2CCN(C(=O)OC(C)(C)C)CC2)cc1	27	61*	-3	-21	26	-6	3	-5	11
47	CN1CCC(N(C)S(=O)(=O)c2ccc(NC(=O)COc3ccc(F)cc3Cl)cc2)CC1	-20	3	-2	-11	9	19	-11	-3	5.0
48	C[n+]1ccc(/C=C/c2c[nH]c3ccc(F)cc23)cc1	-11	-14	-8	nt	0	7	-14	nt	2.0

Quoted from above: nos. 42 to 43
item	compound	CHRM1 antagonist	TAAR1 antagonist	CHRM1 agonist	CHO parental Ca	TAAR1 ag	M1 PAM parental	CHO-K1 Ca antag	OXTR potentiator	CHO-K1 Ca ag
42	CC(C)(C)NC(=O)c1ccc2c(c1)C(=O)N(Cc1ccco1)C2=O	-23	-19	2	2	0	21	-12	1	-0.2
43	CCCCN(C(=O)C1CSC2(C)CCC(=O)N12)c1c(N)n(CC(C)C)c(=O)[nH]c1=O (stereo not drawn)	15	-5	0	-15	5	-6	2	3	-0.3

More compounds
item	compound	CHRM1 antagonist	TAAR1 antagonist	CHRM1 agonist	CHO parental Ca	TAAR1 ag	M1 PAM parental	CHO-K1 Ca antag	OXTR potentiator	CHO-K1 Ca ag
49	Cc1cc(NC(=O)Cn2cnc3c(cnn3C(C)(C)C)c2=O)no1	-6	0	-2	-1	-3	6	2	1	-0.4
50	Fc1ccccc1/C=N/n1c(C2CCCCC2)n[nH]c1=S	25	0	-9	-11	-4	11	5	-2	4.7
51	CC(=O)c1c(C)[nH]c(C(=O)COC(=O)CN(C)S(=O)(=O)c2ccc(Cl)cc2)c1C	3	53*	0	-7	23	8	-4	-15	5.0
52	COc1ccccc1-c1nc2ccccc2nc1-c1ccccc1OC	-6	11	-10	-8	-1	16	2	6	1.4
53	CCCc1nc(SCC(=O)NNC(=O)C2CCCCC2)c2ccccc2n1	-6	-3	-8	-13	6	16	-28	9	1.4
54	CC(C)(C)c1ccc(NC(=O)Nc2ccc3ccccc3n2)cc1	-7	-41	-1	-8	1	22	-5	2	13
55	CC(=O)NC(N1CCCCC1)C(F)(F)C(F)(F)C(F)(F)C(F)F (stereo not drawn)	-1	-3	-5	0	5	24	-10	-2	0.0
56	OC(COc1ccc2ccccc2c1)CN1CCCC1 (stereo not drawn)	-9	-5	-7	-11	15	15	-3	6	1.2
